# Assay outcomes: PubChem BioAssay, National Center for Advancing Translational Sciences (NCATS)
# DT40 TDP1 no CPT: qHTS for Inhibitors of human tyrosyl-DNA phosphodiesterase 1 (TDP1): qHTS in cells in absence of CPT; DT40 Tdp1-/- hTDP1 cells, no CPT, ATP luminescence, 48 h; Potency, µM (series often up to 46.2 µM), without a hit: at the highest dose activity change, negative = growth inhibition, most hits filed as inhibitors; hit rate 15% among 420,000; further: nearly all actives have a fitted effect of over 55% in size
#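 DT40 Tdp1-/-;hTDP1 cells, no CPT (DMSO vehicle only), 400 cells/well; compounds pin-transferred; ≥48 hr, 37 °C; CellTiter-Glo 30 min RT dark, luminescence read.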
# KAT2A inh: qHTS Assay for Inhibitors of GCN5L2; hit rate 0.21% among 390,000; AID 504327, 2011; Potency, µM (highest dose often 58.9 µM), inactives show at the top dose activity change, negative = inhibition, hits mostly inhibitors; GCN5L2 HAT assay, ThioGlo1 CoA-SH fluorescence
#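 Compounds, pin-transferred from DMSO stocks, meet 20nM GCN5L2 for 15 min before the reaction begins with H3(1-25) peptide (75uM) and acetyl-CoA (70uM). Thiol-reactive ThioGlo1 reports CoA release over 20 min at room temperature.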
# TDP1 inh: qHTS Assay for Inhibitors of Tyrosyl-DNA Phosphodiesterase (TDP1); Tyrosyl-DNA phosphodiesterase 1 (Homo sapiens), Q9NUW8; recombinant TDP1, AlphaScreen DNA substrate cleavage; Potency, µM (highest dose often 130 µM), for the others: at the top dose activity change, negative = inhibition, usual class: inhibitors; hit rate 0.28% among 350,000; AID 485290, 2010; further: nearly all actives have a fitted effect of over 40% in size
# Target sequence (Q9NUW8 whole entry, looked up): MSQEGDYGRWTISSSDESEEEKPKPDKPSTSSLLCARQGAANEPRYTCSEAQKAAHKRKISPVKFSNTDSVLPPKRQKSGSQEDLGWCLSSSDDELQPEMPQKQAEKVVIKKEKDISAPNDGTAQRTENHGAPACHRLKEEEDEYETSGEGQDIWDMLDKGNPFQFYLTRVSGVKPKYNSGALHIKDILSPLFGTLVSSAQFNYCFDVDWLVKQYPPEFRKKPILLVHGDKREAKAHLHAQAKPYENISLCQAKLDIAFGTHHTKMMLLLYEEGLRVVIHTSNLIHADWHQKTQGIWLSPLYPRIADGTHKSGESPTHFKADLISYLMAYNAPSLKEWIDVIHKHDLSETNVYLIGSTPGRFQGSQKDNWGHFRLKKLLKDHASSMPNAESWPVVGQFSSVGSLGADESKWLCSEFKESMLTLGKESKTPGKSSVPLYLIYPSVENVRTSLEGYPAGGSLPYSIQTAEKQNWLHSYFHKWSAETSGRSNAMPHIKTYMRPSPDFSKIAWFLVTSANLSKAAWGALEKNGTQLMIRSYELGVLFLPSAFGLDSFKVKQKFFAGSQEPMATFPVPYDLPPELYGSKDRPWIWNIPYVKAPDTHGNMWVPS
#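 Tdp1 1 nM final; 15 min RT w/ cpd; substrate 15 nM, 5 min; beads 10 ug/ml, 10 min; AlphaScreen read. Neg ctrl: no enzyme.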
# An asterisk follows results filed as active; u = inconclusive; x = no result given; [ ] = another dose, or the depositor's remark. The call rests on the fitted dose curve; in most records, active means well fitted curve in the direction sought with a large enough effect; inconclusive means small, poorly fitted or top-dose-only effect, or another doubt; inactive means no such curve, though single readings can be large; an effect the other way counts as inactive or inconclusive. On the % scale 0 is the no-effect control and ±100 the full control effect; potency means the concentration at half of the fitted maximal effect. The list is partial; count on the stated rates, not on these rows.
SMILES,DT40 TDP1 no CPT,KAT2A inh,TDP1 inh
CC(=O)NC(=O)NC1CSCC1OC(C)=O (centres undefined),-3%,1%,4%
CS(=O)(=O)N(CC(=O)O)c1cccc(Cl)c1,2%,-4%,3%
CCCCSc1nnc2n(-c3cccc(C)c3)c(=O)c3c4c(sc3n12)CCCC4,16µM*,-1%,x
Cc1cccc(N(CC(N)=O)C2SC(=O)NC2=O)c1 (centres undefined),-4%,2%,-2%
CCc1nnc(NC(=O)C2CCN(C(=O)c3ccccc3C)CC2)s1,6%,-3%,-8%
O=C(Nc1ccc(S(=O)(=O)N2CCCC2)cc1)C1COc2ccccc2O1 (centres undefined),u,-6%,x
COc1ccc(-n2c(=O)c(-c3cn(C)c4ccccc34)nc3cnc(OC)nc32)cc1,-4%,-16%,x
CC(Oc1ccc(Cl)cc1)c1ccnc(N)n1 (centres undefined),-3%,-4%,3%
O=C(CN1CCC(NC(=O)c2ccccc2)CC1)NCc1ccccc1F,-2%,-2%,2%
COc1ccc(S(=O)(=O)N2CCOCC2)cc1NC(=O)CN1C(=O)NC2(CCCC2)C1=O,26%,1%,0%
CCN(CC)CCn1c(-c2ccc(C)cc2)nc(=S)c2c1CC(C)(C)OC2,-6%,-2%,0%
Cc1noc(C)c1C(=O)N1CCC2(CCN(C(=O)Nc3ccccc3)CC2)CC1,-3%,6%,x
CS(=O)(=O)N(CC(=O)NCCSc1ccccc1)c1ccc2c(c1)OCO2,-12%,4%,1%
COc1cccc(C2NC(=O)NC(C)=C2C(=O)Nc2cc(OC)ccc2OC)c1 (centres undefined),3%,-4%,-2%
O=C(NC1CCCC1)C(c1ccco1)N(C(=O)c1ccco1)c1ccccc1 (centres undefined),15µM*,2%,x
CCOc1cc(/C=N/NC(=O)c2ccc(O)cc2)ccc1Oc1nc(Cl)ncc1F,u,-23%,-5%
CCOc1ccc(OC(=O)c2cn(-c3cccc(OC)c3)c(=O)c3ccccc23)cc1,u,0%,1%
O=C(CSc1nc(-c2ccccc2)cc(=O)[nH]1)Nc1ccc(Br)cc1,-6%,-3%,x
CN(CC1CCCO1)S(=O)(=O)c1ccc(C(=O)N2CCN(c3ccccc3)CC2)cc1 (centres undefined),4%,-1%,-5%
CC(Sc1nnc(-c2cccnc2)n1C)C(=O)N1CCOCC1 (centres undefined),0%,-1%,x
Cn1c(SCC2CCCO2)nnc1-c1ccncc1 (centres undefined),-5%,0%,0%
COc1ccc(C2CC(c3cccs3)=NN2C(=O)CSc2nncn2C)cc1OC (centres undefined),11%,-8%,-1%
C/C(Cc1ccccc1)=N\NC(=O)c1cccnc1,-14%,0%,4%
O=C(O)c1cc(C(=O)O)cc(N2C(=O)CSC2=S)c1,25%,-2%,-8%
NS(=O)(=O)c1ccc(CCNC(=O)CNC(=O)c2ccccc2Br)cc1,6%,-5%,x
CCOc1ccc(C(=O)c2cn(CC(=O)Nc3ccc(F)cc3)c3cc4c(cc3c2=O)OCO4)cc1,u,-16%,-1%
COc1ccc2c(c1)[nH]c1c(=O)n(/N=C/c3ccc(OC)c(COc4ccccn4)c3)cnc12,u,0%,1%
CCc1ccc(-c2nc(-c3cc4ccccc4oc3=O)sc2C)cc1,-2%,0%,0%
S=C(Nc1ccccc1)Nc1nc2ccccc2n1CCOc1ccc(Br)cc1,u,34%[activator],-1%
COc1ccc(-c2nc3ncccc3n2O)cc1,-20%,-18%,x
CN(C)/C=C/C(=O)c1ccc(C(F)(F)F)cc1F,3%,-27%,-3%
CCN(CC)c1ccc(CNc2nnnn2C)cc1,-5%,2%,3%
CSC1=N/C(=C\c2ccc(Cl)cc2)C(=O)N1N(C)C,23µM*,-9%,0%
NNc1nc2c(Cl)c(Cl)ccc2s1,u,-25%,u
COc1cccc(C(=O)NCC2CCCN2S(=O)(=O)c2ccccc2)c1 (centres undefined),u,-2%,-1%
COc1ccc(CNC(=O)Cn2nc(C)c3nn(-c4ccc(Cl)cc4)c(C)c3c2=O)cc1,-22%,-4%,3%
CCCCN1CCNC[C@H]1Cc1ccc(O)cc1,-12%,-25%,x
COc1ccc(-n2cnnc2SCC(=O)Nc2ccc(N3CCOCC3)cc2)cc1,-20%,1%,6%
Cc1nc2ccccc2c(=O)n1/N=C/c1ccccc1OC(F)F,-24%,-2%,x
COc1ccc(CNC(=O)c2ccc3c(c2)nc2n3CCOC2)c(OC)c1,-1%,-9%,0%
COc1ccccc1Nc1nc(N)nc(CSc2nncn2C)n1,-5%,-2%,6%
O=C(/C=C/c1ccco1)NC(=S)Nc1cc(-c2nc3ccccc3s2)ccc1Cl,23µM*,43%[activator],2%
Cc1[nH]n(-c2ccccc2)c(=O)c1N=Nc1ccc(C#N)cc1,3%,-1%,x
CCOC(=O)CSC1=C(C#N)C(=O)NC(c2ccc(OC)c(OC)c2)S1 (centres undefined),12µM*,u,7%
Cc1cc(C(=O)CN2CC(C)OC(C)C2)c(C)n1-c1ccccc1 (centres undefined),u,-27%,-1%
CC(=O)Nc1ccc(S(=O)(=O)N2CCN(C(=O)N3CCOCC3)CC2)cc1,-17%,-4%,5%
O=C(CSc1nc(-c2ccccc2)cc(=O)[nH]1)NCc1ccc2c(c1)OCO2,0%,0%,-2%
COCCN(C(C)=O)c1nnc(-c2cnccn2)s1,-3%,-7%,0%
Cc1oc2c(c(C)cc3oc(=O)c(CC(=O)N[C@@H](CC(C)C)C(=O)O)c(C)c32)c1C,-4%,u,x
COc1ccc(-c2ccc(/C=C(\NC(=O)c3ccccc3)C(=O)N3CCOCC3)o2)cc1,21µM*,-5%,5%
C#CCOc1ccc2c3c(c(=O)oc2c1)CCCC3,-18%,-13%,x
COc1ccc(NC(=O)C2CC(=O)N/C(=N/N=C/c3ccccc3)S2)cc1 (centres undefined),-7%,-1%,x
O=C(c1ccc([N+](=O)[O-])s1)N1CCc2ccccc21,10%,-2%,10%[0.0935 µM]
N#Cc1ccc(Oc2ccc(S(=O)(=O)N3CCCCC3)cn2)cc1,u,-3%,0%
CCOc1ccc(S(=O)(=O)/N=C(/Nc2ccc(OC)cc2)c2ccccc2)cc1,-29%,-6%,2%
COC(=O)c1cn(C(=O)c2ccccc2Cl)c2ccccc12,u,-7%,-3%
CCOc1ccc(C(=O)C(C)OC(=O)c2nc(Cl)ccc2Cl)cc1 (centres undefined),-15%,-14%,-14%
COC(=O)C1SCC2C(=O)N(Cc3ccc(Cl)cc3)CC(=O)N21 (centres undefined),-4%,3%,0%
O=C(N[C@H]1CCCCNC1=O)c1cc(COc2ccc(F)cc2F)on1,-19%,-3%,2%
CCOC(=O)N1CCC(NC(=O)CC2C(=O)NCCN2Cc2cccc(F)c2F)CC1 (centres undefined),5%,-15%,2%
# The list continues.
SMILES,DT40 TDP1 no CPT,KAT2A inh,TDP1 inh
C(=N\Nc1nc(N2CCOCC2)nc(N2CCOCC2)n1)/c1ccco1,x,-7%,u
Cc1sc2nc(CSCC(=O)Nc3c(F)cccc3F)[nH]c(=O)c2c1C,10µM*,3%,x
COc1cc(NC(=S)NC2CC(C)(C)NC(C)(C)C2)cc(OC)c1,-10%,-2%,-1%
COc1ccc(CN(C)C(=O)c2[nH]c(C)c(C(C)=O)c2C)cc1F,15µM*,-12%,0%
COC(=O)c1ccc(NC(=O)CN2C(=O)CCC2=O)cc1,-6%,0%,-1%
O=[N+]([O-])c1ccccc1S(=O)(=O)N1CCN(C2CCCC2)CC1,-2%,-16%,2%
Cc1cc(C)cc(OCC(=O)NN2Cc3ccccc3C2=N)c1,u,-4%,6%
COc1ccc(-c2nc3ccccc3s2)cc1NC(=O)COc1cccc(C)c1,16µM*,-10%,0%
CCOc1ccc(S(=O)(=O)N2CCN(c3cccc(C(F)(F)F)c3)CC2)cc1OCC,u,-15%,-3%
O=C(Nc1ccccc1)N1CC[C@@]2(CCCN(C(=O)c3cc(C(F)(F)F)cc(C(F)(F)F)c3)C2)C1,u,-10%,x
CCOc1cccc2sc(N(CCCN(C)C)C(=O)c3ccc(S(=O)(=O)N4CCc5ccccc5C4)cc3)nc12,u,1%,6%
O=C(CSC1=Nc2ccccc2C2=NC(Cc3ccccc3)C(=O)N12)Nc1ccccc1F (centres undefined),u,-2%,9%
O=C(NC1CCCCC1)C(c1ccccc1)N(C(=O)c1csnn1)C1CCCC1 (centres undefined),u,-3%,10%
CCN(CC)c1ccc(/C=N/Nc2nc(C)cc(=O)[nH]2)cc1,u,-12%,5%
O=C(COc1ccc(-c2ccccc2)cc1)N/N=C/c1ccccc1Br,u,-9%,4%
COc1ccc(NC(=O)c2cccs2)cn1,-14%,-3%,4%
COc1ccc(C)cc1N(C(=O)c1snc(C(N)=O)c1N)C(C(=O)NC1CCCC1)c1ccc(F)cc1 (centres undefined),16µM*,-12%,-7%
CCCn1cc(SCC(=O)NCc2ccco2)c2ccccc21,-11%,-11%,5%
CN(C)CC(C)(C)CNC(=O)C1CCN(CCCc2ccccc2)CC1,u,-4%,x
CCN(C(=O)COC(=O)CC1CCCCC1)c1c(N)n(Cc2ccccc2)c(=O)[nH]c1=O,11%,-2%,-3%
Cc1cc(NC(=O)c2cc(-c3cccc(OCC(C)C)c3)nc3ccccc23)no1,u,-12%,2%
O=C(CN1C(=O)C2C3CCC(C3)C2C1=O)OCC(=O)c1ccc(Br)cc1 (centres undefined),-1%,-31%,1%
NC(=O)c1cc([N+](=O)[O-])ccc1NCC1CCCCC1,-18%,-7%,2%
CCc1ccccc1N1C(=O)CN(Cc2cc(OC)c(OC)c(OC)c2)C1=S,21µM*,0%,x
COc1ccc(S(=O)(=O)N2CCCCCC2)cc1NC(=O)CCCOc1ccccc1,u,-21%,2%
COc1ccc(C(=O)NN/C(=N/S(=O)(=O)c2ccc(C)cc2)c2ccccc2)cc1,-3%,-18%,5%
Cc1ccc2oc(-c3cccc(NC(=O)c4ccc(N5CCC(C)CC5)c([N+](=O)[O-])c4)c3)nc2c1,7.3µM*,-4%,1%
CCOc1ccc(C(=O)COC(=O)c2nc3nccc(C)n3n2)cc1,1%,-2%,0%
Cc1[nH]nc2c1/C(=N\O)CCC2,0%,-3%,2%
Cn1c(=O)[nH]c(=O)c2c1nc(NCc1ccccc1)n2Cc1ccc(F)cc1,-10%,-3%,7%
CN(CCCC(=O)Nc1ccc(Br)cc1F)S(=O)(=O)c1ccccc1,u,3%,5%
O=C(COC(=O)Cc1ccccc1[N+](=O)[O-])NCC1CCCCC1,8%,-5%,6%
COc1ccccc1NC(=O)N1CCC(C(=O)c2ccc(F)cc2)CC1,-3%,1%,4%
O=C(NC1CCCCC1)N1CCCC(CNS(=O)(=O)Cc2ccccc2)C1 (centres undefined),-4%,11%,-2%
CC1CCN(C2=NC(=O)/C(=C/c3ccccc3F)S2)CC1,u,u,x
O=C(Nc1ccc(-c2cn3ccccc3n2)cc1)c1ccc(Cl)cc1,9.2µM*,-3%,3%
CC(=O)Nc1ccccc1NC(=O)C/C(C)=N/NC(=O)C(=O)N1CCCCC1,-2%,-2%,8%[0.0935 µM]
Cc1cccc(N2CCN(C3(c4ccccc4)C(=O)c4ccccc4C3=O)CC2C)c1 (centres undefined),u,-17%,10%
O=[N+]([O-])c1ccc(Cl)c(S(=O)(=O)NC2=NCCC2)c1,-14%,-5%,x
CC(C)NC(=O)NS(=O)(=O)c1cnccc1NC1CC2CCC1C2 (centres undefined),8%,-2%,2%
